Compound activity as filed in PubChem.
IDE cell inh = cellular human IDE inhibition; P14735; HEK cells, FAbetaB cleavage, fluorescence polarization; inhibition, % at 5.59 µM; actives 0.41% (n = 320,000);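 active means percent inhibition above the average of all tested compounds plus 3 SD, set per screening campaign, cut at about 16% in these data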;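 further: IDE supplied by intact live HEK cells; FP after avidin binding of uncleaved biotin substrate so inhibition keeps polarization high; 0% = DMSO wells and 100% = 60 µM reference IDE inhibitor Ii1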
M4 antag = antagonists of human muscarinic M4 receptor (CHRM4); inhibition, % at 3 µM; CHO-hM4 cells, ACh EC80, Fluo-8 calcium fluorescence; actives 0.73% (n = 360,000); P08173;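 active means inhibition above its plate's cutoff, the mean inhibition of sample wells plus 3 SD, cut at about 27% in these data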;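 further: 0% = acetylcholine EC80 with DMSO and 100% = DMSO without agonist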
Target sequence (P08173 whole entry, looked up): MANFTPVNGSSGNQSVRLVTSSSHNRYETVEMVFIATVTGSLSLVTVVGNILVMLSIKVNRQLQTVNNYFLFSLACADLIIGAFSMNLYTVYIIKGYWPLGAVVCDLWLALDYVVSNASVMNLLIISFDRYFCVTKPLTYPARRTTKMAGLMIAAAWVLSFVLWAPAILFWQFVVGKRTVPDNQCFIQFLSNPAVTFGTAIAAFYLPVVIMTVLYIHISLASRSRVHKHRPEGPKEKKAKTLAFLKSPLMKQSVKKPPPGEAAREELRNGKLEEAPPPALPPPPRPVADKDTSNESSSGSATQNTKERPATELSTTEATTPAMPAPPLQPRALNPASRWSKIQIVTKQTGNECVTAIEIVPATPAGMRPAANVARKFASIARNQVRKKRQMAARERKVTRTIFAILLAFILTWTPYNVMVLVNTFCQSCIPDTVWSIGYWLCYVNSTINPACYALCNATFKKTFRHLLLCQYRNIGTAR
CHRM4 PAM = positive allosteric modulators of human muscarinic M4 receptor | P08173 | CHO-K1 hM4/Gqi5, Fluo-8 calcium fluorescence, ACh EC20; 0% = ACh EC20, 100% = maximal ACh | activation, % at 3 µM | actives 0.4% (n = 360,000) | AID 624126;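 active means activation above its plate's cutoff, the mean activation of sample wells plus 3 SD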; further: some results filed as inactive read as strong as hits
M5 ag = CHRM5 agonism in calcium assay | activation, % at 3 µM | CHO-K1 hM5 cells, Fluo-8 calcium fluorescence; 0% DMSO wells, 100% maximal acetylcholine response | actives 0.19% (n = 360,000);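 active means activation above the run's mean over test compounds plus 3 SD, cut at about 23% in these data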;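 further: signal is peak over basal fluorescence ratio across the kinetic read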
Target sequence (P08912 whole entry, looked up): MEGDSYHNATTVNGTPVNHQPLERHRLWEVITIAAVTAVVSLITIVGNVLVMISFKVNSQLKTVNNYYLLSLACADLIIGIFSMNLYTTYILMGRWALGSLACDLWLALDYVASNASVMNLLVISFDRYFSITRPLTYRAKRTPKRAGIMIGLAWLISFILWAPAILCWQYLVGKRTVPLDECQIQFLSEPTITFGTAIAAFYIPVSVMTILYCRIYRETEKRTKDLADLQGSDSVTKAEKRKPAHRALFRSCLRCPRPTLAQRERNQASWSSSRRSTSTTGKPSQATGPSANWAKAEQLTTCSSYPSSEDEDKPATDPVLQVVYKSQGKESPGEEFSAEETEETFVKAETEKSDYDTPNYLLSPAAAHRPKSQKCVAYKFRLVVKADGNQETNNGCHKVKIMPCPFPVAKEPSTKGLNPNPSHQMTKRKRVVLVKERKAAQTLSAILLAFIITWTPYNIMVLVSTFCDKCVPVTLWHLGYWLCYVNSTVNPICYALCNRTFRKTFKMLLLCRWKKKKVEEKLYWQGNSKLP
CRFBP-R2 block = blocks CRF-induced signaling of the CRF-BP/CRF-R2 complex | HEK293 CRF-R2/CRF-BP, CRF-induced calcium fluorescence | inhibition, % at 11.8 µM | actives 0.59% (n = 350,000) | AID 588475;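 active means inhibition of the ligand-induced calcium signal above about 50% at the single tested concentration, limit read from the data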
M4 ag = CHRM4 agonism in calcium assay | P08173 | CHO-K1 hM4/Gqi5, Fluo-8 calcium fluorescence; vehicle 0%, full acetylcholine response 100% | activation, % at 3 µM | actives 0.14% (n = 360,000);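 active means activation above the run mean over all test wells plus 3 SD, cut at about 32% in these data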;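 further: peak over basal fluorescence ratio per well then scaled between controls; 0% = DMSO wells and 100% = acetylcholine at EC100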
CRFR2-BP ag = agonists of human CRF-binding protein/CRF-R2 receptor complex | actives 0.46% (n = 350,000) | HEK293 CRF-R2/CRF-BP, calcium dye fluorescence (FLIPR); percent of saturating CRF peptide response | AID 588473 | activation, % at 13.2 µM;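 active means activation of at least 50%, plus an integration ratio under a set limit after plate pattern correction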;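 further: plate controls were neutral control wells without compound for no effect and CRF at EC100 for full effect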
M5 antag = blocks acetylcholine activation of human M5 receptor. inhibition, % at 3 µM. P08912. actives 0.59% (n = 360,000). CHO-hM5 cells, Fluo-8 calcium fluorescence, ACh EC80. AID 624040;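 active means inhibition above a per-plate cutoff, the mean of that plate's test compounds plus 3 SD, cut at about 27% in these data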;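 further: 0% = acetylcholine EC80 with DMSO and 100% = DMSO without agonist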
CHRM5 PAM = CHRM5 positive allosteric modulation. P08912. CHO-K1 hM5, Fluo-8 calcium, ACh EC20 PAM; 0% = ACh EC20, 100% = ACh EC100. activation, % at 3 µM. actives 0.3% (n = 360,000). AID 624038;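 active means activation above the run cutoff, the mean activation of all test compounds plus 3 SD, cut at about 18% in these data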
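Measured by: Fluo-8 calcium fluorescence; material: human M5 receptor in CHO-K1 cells; schedule: Post-acetylcholine fluorescence recording 140 s; benchmarks: low control EC20 acetylcholine (0%), high control EC100 acetylcholine (100%); read-out: Max/basal fluorescence ratio as % of EC20–EC100 ACh window; compound: single dose, 3 µM nominal final test concentration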
* = called active by the depositor; . = not tested or not shown. No enrichment for hits; any-hit rate near 2.9%.

SMILES	IDE cell inh	M4 antag	CHRM4 PAM	M5 ag	CRFBP-R2 block	M4 ag	CRFR2-BP ag	M5 antag	CHRM5 PAM
CCN(CC)S(=O)(=O)c1ccc(C(=O)NCc2ccc3[nH]c4c(c3c2)CCCC4)cc1	3	-11	1	1	13	2	3.5	1	-6
COc1ccc(C(=O)N/C(=C\c2ccccc2)C(=O)N2CCOCC2)cc1	4	-10	19*	-1	13	2	1.1	-6	-4
CCOC(=O)c1c(-c2ccc(C)cc2)csc1NC(=O)c1cc2ccccc2oc1=O	2	-1	0	-1	-8	0	1.4	8	-1
Cc1cc(C)n2c(=S)[nH]nc2n1	2	4	7	-2	9	0	-0.7	10	-3
COc1ccc(NC(=O)CCS(=O)(=O)c2cccc3nonc23)cc1	3	-3	-4	-3	14	0	-3.0	14	-1
COC(=O)c1ccc(C)cc1	9	-3	6	3	1	1	2.0	0	4
COc1ccc(-c2noc(CCC(=O)NCCCN3CCN(c4ccccc4F)CC3)n2)cc1	2	1	-13	7	-8	10	-0.7	12	-12
Cc1ccc(S(=O)(=O)N2CCC(NC(=O)c3cccc(F)c3)CC2)cc1	5	-2	-7	-4	-2	-1	0.2	13	-11
C[C@H](NC(=O)c1ccc(C(C)(C)C)cc1)C(=O)N1CCC2(CC1)NCCc1[nH]cnc12	3	5	-4	-3	-9	0	0.0	7	2
COc1ccc(OCc2cc(C(=O)N3CCCN(C(C)=O)CC3)no2)c(Cl)c1	3	7	-8	-2	-10	2	1.5	8	-2
COC(=O)C1=C(C)NC(=S)NC1c1ccc(OCC(=O)N2CC(C)OC(C)C2)c(OC)c1 (stereo unspecified)	2	3	2	2	-14	1	9.3	6	-1
CCOCCCNC(=O)C1CCN(S(=O)(=O)N(CC(C)C)CC(C)C)CC1	4	-1	-4	1	-1	0	-2.1	3	1
CCN(CC(=O)Nc1c(F)cccc1F)C(=O)c1ccc(N2CCCC2)c([N+](=O)[O-])c1	7	3	-2	0	2	5	-2.8	11	-9
Cc1ccc(S(=O)(=O)NCCNc2ccc(Br)c(C)c2)cc1	2	-1	-1	1	-7	8	-0.8	12	-10
Cc1cc(C)cc(N(CC(=O)NC(C)(C)C)C(=O)CNC(=O)c2cccs2)c1	3	-4	-5	0	4	1	0.7	0	12
CCC(C)Nc1nc(OCC(F)(F)F)nc(OCC(F)(F)F)n1 (stereo unspecified)	-1	10	-2	-3	-32	0	-0.6	4	0
O=S(=O)(NCCO)c1cccc2cccnc12	3	5	1	2	-3	0	-0.2	5	-4
CC(=O)c1c(C)[nH]c(C(=O)OCC(=O)Nc2c(C)cccc2C)c1C	-3	5	6	9	0	4	-0.4	-3	-9
CC1(CC(=O)N/N=C/c2ccc(OCc3ccc(Cl)cc3Cl)cc2)OCCCO1	7	5	-3	-6	-13	0	0.6	-7	2
Cc1ccc(-n2cc3ccc([N+](=O)[O-])cc3n2)cc1	3	-8	3	-4	-2	2	-1.4	0	-12
O=C(Nc1cccc(Cl)c1)N1CCN(c2ncccn2)CC1	10	13	-1	1	-1	3	-0.4	-1	2
COc1ccc(N2CCN(CC(=O)NCc3ccccc3)CC2)cc1	7	-7	1	0	7	1	-0.5	7	3
CCOC(Cn1cc(C)c(=O)[nH]c1=O)OCC	-3	-2	-2	3	3	1	-0.4	-3	-1
C=CCn1c(SCC(=O)N(CCOC)c2c(N)n(CC(C)C)c(=O)[nH]c2=O)nc2ccccc21	-2	-3	-1	-3	2	0	0.8	4	1
O=C(COC(=O)c1cncc(Br)c1)NCc1ccco1	6	4	1	1	8	1	1.4	4	1
Cc1ccc2nc(Cl)c(/C=N/Nc3nc(C)cc(C)n3)c(=O)n2c1	0	-2	1	0	13	1	5.6	-1	-1
Cc1occc1-c1nnc(SCC(=O)Nc2ccccc2N2CCCCC2)n1C	-2	-10	11	-7	7	0	-0.2	-7	6
COc1ccc(CN2CCN(c3ccc(F)cc3)CC2)c(OC)c1OC	4	1	0	-3	7	4	1.0	13	-7
CC(=O)Cn1ncc(N2CCCCC2)c(Cl)c1=O	-1	0	-3	-6	-11	1	-1.4	0	-4
CC12C=CC3(O1)C(C(=O)N1CCCOC13)C2C(=O)O (stereo unspecified)	-3	5	-4	-1	24	0	0.0	0	3
C[n+]1ccccc1/C=C/c1ccccc1Cl	.	8	-8	-23	3	-1	-0.9	-11	-11
Cc1cccc(C2=NN(c3ccccc3)[C@H](CO)[C@H]2c2ccc(F)cc2)c1	.	-12	-5	-1	-7	-1	-2.4	-6	-7
COCCCNC(=S)N/N=C/c1ccc(O)cc1O	-1	-2	-2	0	-23	2	-1.6	6	-4
Cc1ccc(S(=O)(=O)/N=S(\C)C(C)C)cc1 (stereo unspecified)	5	-4	-3	0	16	5	0.3	4	-1
COc1cc2nc(COc3ccc(C#N)cc3)n(CC#N)c(=O)c2cc1OC	-3	-1	-3	0	-48	1	2.0	-5	0
CCCCCCN1CCN(C2CN(Cc3cn(Cc4cccc(Cl)c4)nn3)S(=O)(=O)C2)CC1 (stereo unspecified)	.	13	-14	-6	.	2	.	-9	2
Cc1cc2nc(/C(C#N)=C/c3ccncc3)[nH]c2cc1C	5	8	-7	2	-25	0	3.9	3	2
O=C1CC(O)(C(F)(F)F)Oc2c1ccc1ccccc21 (stereo unspecified)	2	3	-4	11	65*	12	62*	6	-9
O=C(Nc1cccc2ccccc12)c1cn(-c2ccccc2)nc1-c1cccs1	6	-2	8	1	27	0	-0.5	2	-1
O=C(CCNC(=O)c1ccc([N+](=O)[O-])cc1)NNC(=O)c1ccncc1	-3	-12	7	-5	-8	1	-0.1	-6	0
COc1ccnc2c1c(=O)n(Cc1ccc(Cl)cc1)c(=O)n2C	-3	-1	3	-1	4	2	-0.8	-1	0
N#CC1=C(N)OC2=C(CCc3ccccc32)C1c1ccccc1Cl (stereo unspecified)	-3	17	-24	-5	9	-1	3.6	7	-15
CS(=O)(=O)N(CC(=O)NCCSCc1ccccc1)c1ccccc1F	1	0	4	1	2	2	0.2	8	-8
C=CCN(c1ccc(C(=O)Nc2ccc3c(c2)n(C)c(=O)n3C)cc1)S(C)(=O)=O	2	1	-4	3	7	0	9.2	7	-5
CN1C(=O)C(CC(=O)Nc2ccc(F)cc2)N(Cc2cccs2)C1=S (stereo unspecified)	1	-2	-12	1	-6	5	-0.4	0	-1
CCN(c1ccccc1)S(=O)(=O)c1ccc(Cl)c(NC(=O)CN(C)Cc2cccc(F)c2)c1	.	0	-3	-2	-9	-1	12	6	7
N/C(COc1cccc(Cl)c1)=N\O	-2	-16	2	-8	0	1	-0.7	1	-3
CCC(C)NC(=O)CNC(=O)c1nn(-c2ccc(OC)cc2OC)c(=O)c2ccccc12 (stereo unspecified)	-1	-26	11	-4	-12	1	1.5	-3	-1
O=C(Cn1cnc2ccccc2c1=O)Nc1ccc2c(c1)CCC2	0	-11	0	-2	-79	2	-0.2	-5	-1
C=CCOC(=O)Nc1nc(CCNC(=O)OCc2ccccc2)c(C(=O)O)s1	.	-4	15	2	.	2	.	15	-6

Further records.
SMILES	IDE cell inh	M4 antag	CHRM4 PAM	M5 ag	CRFBP-R2 block	M4 ag	CRFR2-BP ag	M5 antag	CHRM5 PAM
Cc1nn(C(C)(C)C)c(N)c1-c1ccccc1	1	-4	-2	0	11	1	-3.1	1	0
CC(O)CNCCCCOc1ccc(OCc2ccccc2)cc1 (stereo unspecified)	0	-4	-5	-5	-3	14	2.2	6	2
O=C(CN1C(=O)COc2ccccc21)N1CCc2ccccc21	0	-6	4	-15	-14	0	-1.0	-13	13
CC(=O)Nc1nc(C2CC2)cc(-c2ccccc2)c1C#N	0	-2	4	1	14	0	-0.3	-2	12
COc1cccc(NC(=O)N2CCCC2C(=O)NCc2ccccc2F)c1 (stereo unspecified)	0	-8	12	0	3	2	0.3	-18	10
COc1ccc(CCNC(=O)c2nonc2N)cc1OC	2	-10	11	5	8	0	1.2	0	3
CN(c1ccccc1)S(=O)(=O)c1ccc(Cl)c(C(=O)OCC(N)=O)c1	3	0	0	0	-11	2	-5.2	-1	1
Cc1ccc(C(=O)N2CCN(Cc3ccccc3)CC2)o1	0	-13	1	-6	8	1	-2.3	-7	7
CC(=O)Nc1cccc(-c2cc(N3CCN(CCO)CC3)n3nccc3n2)c1	.	-16	1	-1	.	0	.	-5	1
O=C1NC2(CCCCCC2)Cc2ccccc21	-11	-3	-5	-5	-11	0	-3.0	-2	4

5 compounds out of the list, ordered by count of non-hydrogen atoms, rising.
SMILES	IDE cell inh	M4 antag	CHRM4 PAM	M5 ag	CRFBP-R2 block	M4 ag	CRFR2-BP ag	M5 antag	CHRM5 PAM
Cc1nn(C(C)(C)C)c(N)c1-c1ccccc1	1	-4	-2	0	11	1	-3.1	1	0
CC(=O)Nc1nc(C2CC2)cc(-c2ccccc2)c1C#N	0	-2	4	1	14	0	-0.3	-2	12
CC(O)CNCCCCOc1ccc(OCc2ccccc2)cc1 (stereo unspecified)	0	-4	-5	-5	-3	14	2.2	6	2
COc1cccc(NC(=O)N2CCCC2C(=O)NCc2ccccc2F)c1 (stereo unspecified)	0	-8	12	0	3	2	0.3	-18	10
CC(=O)Nc1cccc(-c2cc(N3CCN(CCO)CC3)n3nccc3n2)c1	.	-16	1	-1	.	0	.	-5	1

Carrying on.
SMILES	IDE cell inh	M4 antag	CHRM4 PAM	M5 ag	CRFBP-R2 block	M4 ag	CRFR2-BP ag	M5 antag	CHRM5 PAM
Cc1nc(SCC(=O)Nc2ccc3c(c2)OCO3)c(C#N)c2c1CCCC2	3	5	7	0	7	5	0.8	-4	-1
CCOc1ccccc1CSc1nc2ccccc2[nH]1	6	-27	7	-4	3	1	-0.8	-8	-8
CC(C)(C)OC(=O)N1CCCC1C(=O)NCCc1ccccc1 (stereo unspecified)	-2	-3	10	-3	17	1	-0.6	-8	3
CCN(CC)c1ccc(/C=N/NC(=O)CNC(=O)C2COc3ccccc3O2)c(O)c1 (stereo unspecified)	2	-6	6	-6	-10	3	-4.8	-13	3
COc1cccc(OC)c1C(=O)NC(=S)Nc1ccc2c(c1)OCCO2	-1	-6	4	-4	21	-2	-0.3	9	16
CCCNC(=O)N[C@H]1C=C[C@H](CC(=O)NC2CCCCC2)O[C@@H]1CO	.	-10	2	0	.	1	.	7	-5
COc1ccc(CCN(C)C(=O)c2cc(S(=O)(=O)N3CCCCC3)ccc2Cl)cc1OC	0	-3	-2	-1	-2	4	1.1	13	-1
COc1ccc(CN(C)C(=O)c2cc(-c3ccccc3)nc3ccc(C)cc23)c(OC)c1OC	-3	19	-8	-3	1	14	0.0	22	-11
COc1ccc(-c2nc3c(s2)CCc2onc(-c4ccc(OC)cc4)c2-3)cc1	0	-8	7	3	7	1	-0.1	-3	6
Cc1[nH]c(C)c(S(=O)(=O)N2CCN(c3cccc(Cl)c3)CC2)c1C(=O)N1CCCCC1	2	-14	3	-3	3	2	-1.3	-8	6
CC1=NN(C(N)=S)C(=O)C1N=Nc1ccccc1Cl (stereo unspecified)	3	-8	9	2	16	0	-0.9	3	-3
COc1ccc(N(CCN2C(=O)c3ccccc3C2=O)C(=O)c2cccc([N+](=O)[O-])c2)cc1	9	-1	-8	-5	-10	2	-0.1	7	-2
COc1ccc(OC)c(NC(=O)COC(=O)Cn2nnc(-c3ccccc3)n2)c1	1	-9	4	1	10	0	-1.2	1	-2
O=C(N/N=C\C=C\c1ccc2c(c1)OCO2)C1COc2cc3ccccc3cc2O1 (stereo unspecified)	-2	14	-3	-3	6	3	0.2	6	-5
